High-throughput results: PubChem, several laboratories
MT stabilizer: microtubule stabilization, imaging screen; AID 2205; % tubulin-high responders, % at 10 µM; 200,000 tested, 0.83% active; HeLa tubulin immunostaining HCS, 24 h; share of cells brighter than vehicle mean+2SD;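 active = plate Z-score above 3 for both tubulin-high and condensed-nucleus cell shares, with cell loss under 80%, at 10 µM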;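 also: anti alpha tubulin signal scored within the nucleus-defined area of each cell; some results filed as inactive read as strong as hits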
Autophagy mod: alters autophagy in cells | MEF GFP-LC3 puncta imaging; test concentration mostly 10 µM | calls only at 10 µM (by protocol) | 190,000 tested, 0.98% active | AID 463193;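 active = percentage of spot-positive cells more than 3 SD above its plate mean, without a fluorescence outlier flag or 80% toxicity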;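 also: spot-positive cell cutoff set from DMSO-treated cells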
Dynein cargo inh: dynein cargo transport inhibition; AID 1381; 220,000 tested, 0.47% active; 3617.4 mouse cells, GR-EGFP nuclear translocation imaging; test concentration mostly 20 µM; stimulated with dexamethasone, 1 µM; stronger effect = lower value; z-score, hits read low;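 active = plate z-score of nuclear minus cytoplasmic receptor signal below a set negative limit, without overly bright fluorescence or cell loss, cut at about -3.5 in these data, passing the limit was not always enough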;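 also: z-score of nuclear minus cytoplasmic ring GR-EGFP intensity difference per well; some compounds called inactive have numbers as strong as hits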
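Also added – dexamethasone, 1.0 µM final · Buffer or medium – tet-free, stripped-serum medium · Schedule – induction 48 h, compound 1 h, agonist 30 min · Detection – formaldehyde fixation, Hoechst nuclear stain, 10x automated fluorescence imaging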
Insulin prom up: MIN6 insulin promoter up-regulation; MIN6 insulin promoter-GFP reporter, high-content imaging; stronger effect = higher value; z-score at 5 µM; 190,000 tested, 0.3% active; AID 1625;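 active = z-score above 3 at 5 µM with at least 500 cells counted in the well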
Yfh1-off respiration: enhancers of respiration in Yfh1-depleted yeast, dose response, Friedreich's ataxia, plus single-dose screen (AID 1465) | fold induction at 50 µM; hits with a dose series show EC50 in µM | S. cerevisiae Yfh1-off respiration, WST-1 reduction, 72 h; higher fold induction means a stronger effect | 220,000 tested, 0.074% active;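 active = fold induction of absorbance versus untreated yeast above a set limit, then at least 30% activation at any dose in follow-up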;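 also: activators that raise dye reduction in frataxin-depleted yeast; strong numbers were not always called active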
HIV peptide binding: cell-free HIV fusion peptide-binding blockers – biochemical, uHTS, fluorescence dequenching, primary screen (AID 1986); cell-free peptide binding, fluorescence dequenching, 30 min; higher % means a stronger effect; 290,000 tested, 0.3% active; inhibition, % at 20 µM, or IC50 in µM where a hit was titrated; in the data active = inhibition mostly above about 52%, no sharp cut-off; inactive = mostly below about 76%; also: some results filed as inactive read as strong as hits
bCat nuc transl: modulators of beta-catenin nuclear translocation | HeLa beta-catenin nuclear translocation, immunofluorescence imaging | nuclear translocation activity, % at 5 µM | 190,000 tested, 0.3% active;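 active = nuclear translocation activity above 50% at 5 µM, with a well cell count of 50 or more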;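 also: per-cell ratio of nuclear to cytoplasmic median beta-catenin stain intensity; plate controls were DMSO negative control for no effect and GSK-3 inhibitor IX positive control for full effect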
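Assay system: human HeLa cells, native beta-catenin; doses: 5 µM primary, 0.02–20 µM confirmation; incubation: compound treatment 24 h, 37°C, 5% CO2; technique: fluorescence imaging of beta-catenin antibody stain plus DAPI; measure: % activation, nuclear-to-cytoplasmic median beta-catenin signal ratio per cell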
WT yeast gro inh: growth inhibition of WT yeast, mitochondrial fusion screen; mitochondrial fusion phenotypic screen, WT strain; 190,000 tested, 2.1% active; inhibition, % at 10 µM; in the data active = inhibition above about 58%; tested in S. cerevisiae
AID2073: inhibitors of Mint1-CaV2.2 protein interaction, biochemical, HTRF (AID 2073); HTRF protein-protein interaction, Mint1-CaV2.2; higher % means a stronger effect; inhibition, % at 20 µM; hits with a dose series show IC50 in µM; 290,000 tested, 0.19% active; in the data active = inhibition mostly above about 51%, no sharp cut-off; also: some results filed as inactive read as strong as hits
WT yeast gro inh mutant strain: also measured in WT yeast gro inh; calls as there; inhibition, %; mitochondrial fusion phenotypic screen, mutant strain inhibition
Dynein cargo inh cytoplasmic EGFP: also measured in Dynein cargo inh; calls as there; z-score; measured here: cytoplasmic GR-EGFP intensity; stronger effect = higher value
Dynein cargo inh nuclear GR-EGFP: second read-out of Dynein cargo inh, no call of its own (marks repeat the call); z-score; measured here: nuclear GR-EGFP intensity;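 lower value marks the stronger effect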
Dynein cargo inh cell count: recorded beside Dynein cargo inh, whose call it bears; z-score; measured here: cell count per field
Insulin prom up cell count: also measured in Insulin prom up; calls as there; cell count; measured here: cytotoxicity, nuclei count;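 total cells summed across four imaged fields per well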
bCat nuc transl cell count 5 µM: second read-out of bCat nuc transl, no call of its own (marks repeat the call); cell count; measured here: cell count, cytotoxicity flag
MT stabilizer Hoechst-high %: second read-out of MT stabilizer, no call of its own (marks repeat the call); % Hoechst-high responders; measured here: nuclear condensation Hoechst responders;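 share of cells brighter than vehicle mean plus two SD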
MT stabilizer cytotoxicity %: also measured in MT stabilizer; calls as there; toxicity, %; measured here: cytotoxicity by cell density;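 0% = mean cell density of plate MIN control wells and 100% = no cells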
Autophagy mod cell loss 18 h: also measured in Autophagy mod; calls as there; toxicity, %; measured here: cell loss, nuclei count;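 cell loss after 18 h compound exposure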
An asterisk follows results filed as active; i = inactive; . = no result given; + = active, no number. The order is random; overall some 4.2% were active at least once.

(1) CN1C(=O)CC(C(=O)O)SC1=Nc1cc(Cl)c(O)c(Cl)c1 (stereo not drawn)
(2) O=S(=O)(NCCc1csc(-c2ccc(C(F)(F)F)cc2)n1)c1ccc2c(c1)OCCO2
(3) Cc1ccc(-c2csc(NC(=O)CSc3nc4ccccc4c(=O)n3CCCN(C)C)n2)cc1
(4) O=C(Nc1ccc2c(c1)OCCO2)c1ccc(Br)o1
(5) O=C1c2ccccc2-c2c1cccc2C(=O)N1CCCCCC1
(6) CCN1CCN(C(c2cc3cc4c(cc3[nH]c2=O)OCO4)c2nnnn2C(C)(C)CC)CC1 (stereo not drawn)
(7) Cc1ccc(-n2c(Cn3nc(C(F)(F)F)cc3C)n[nH]c2=S)cc1
(8) COc1ccc(C(=O)CSc2nnc(-c3cccnc3)n2Cc2ccco2)cc1
(9) Cc1ccc(NC(=S)NNC(=O)Nc2ccccc2)cc1
(10) COc1cc(/C=N/NC(N)=O)c(Br)cc1OCC(=O)Nc1ccccc1C
screen / no. | 1 | 2 | 3 | 4 | 5 | 6 | 7 | 8 | 9 | 10
MT stabilizer | 0.5 | 3.8 | 6.0 | 3.5 | 2.1 | 3.5 | 2.7 | 3.5 | 7.7 | 2.2
MT stabilizer Hoechst-high % | 1.2 | 3.3 | 2.6 | 1.8 | 1.6 | 2.9 | 1.5 | 2.5 | 1.9 | 1.4
MT stabilizer cytotoxicity % | 9.0 | 5.3 | 7.8 | 4.7 | 4.6 | 18 | 9.6 | 3.8 | 12 | 7.9
Autophagy mod | i | i | + | i | i | i | i | i | i | i
Autophagy mod cell loss 18 h | -5 | 0 | 40* | 13 | 1 | 17 | 2 | -20 | 12 | 6
Dynein cargo inh | 0.64 | -0.36 | 0.039 | -0.064 | 0.87 | 1.2 | -0.92 | -1.2 | -0.017 | 0.05
Dynein cargo inh cytoplasmic EGFP | -0.54 | -0.17 | -0.23 | -0.27 | -0.33 | -0.12 | -0.2 | -0.25 | -0.3 | -0.18
Dynein cargo inh nuclear GR-EGFP | 0.24 | -0.099 | 0.24 | 0.33 | -0.042 | 1.2 | 0.1 | -0.46 | -0.089 | 0.55
Dynein cargo inh cell count | 1.4 | -0.19 | 0.44 | -1.2 | -0.13 | -0.11 | 1.2 | 0.32 | 0.00056 | 0.089
Insulin prom up | 0.88 | -1 | 0.81 | 0.93 | -0.18 | 1.6 | -0.06 | -0.2 | 0.31 | .
Insulin prom up cell count | 937 | 983 | 956 | 1387 | 1202 | 1069 | 817 | 1393 | 1389 | .
Yfh1-off respiration | i | i | i | i | i | i | i | i | i | i
HIV peptide binding | 4.3% | 0.2% | -1.6% | -0.2% | 1.0% | 5.5% | -3.2% | -2.8% | -2.3% | 2.0%
bCat nuc transl | 1.5 | -0.4 | 1.3 | 0.9 | 1.5 | -2.1 | 2.3 | -8.2 | -0.4 | .
bCat nuc transl cell count 5 µM | 1149 | 1105 | 1092 | 1356 | 512 | 791 | 1074 | 987 | 1458 | .
WT yeast gro inh | 10 | 74* | 82* | 13 | 12 | 7 | 7 | 0 | 5 | 11
WT yeast gro inh mutant strain | -13 | 43* | 80* | -2 | 20 | -9 | 1 | -18 | 12 | -3
AID2073 | -2% | 68% | 14% | -18% | -5% | 17% | -36% | -9% | 36% | 49%

(11) COc1ccc(-c2[nH]n(-c3ccc([N+](=O)[O-])cc3)c(=O)c2C=NCc2ccncc2)cc1
(12) COC(=O)c1cc2occc2n1CC(=O)Nc1cc(OC)cc(OC)c1
(13) CC(=O)Nc1ccc(C(=O)N/N=C/c2cccnc2)cc1
(14) CN(C)S(=O)(=O)c1ccc(Oc2ccc(S(=O)(=O)N(C)C)cc2)cc1
(15) Cc1cc(C)n(C(=O)CNc2ccc(C)c(C)c2)n1
(16) CC(C)CC1NC(=O)N(CC(=O)N2CCN(S(=O)(=O)c3ccccc3)CC2)C1=O (stereo not drawn)
screen / no. | 11 | 12 | 13 | 14 | 15 | 16
MT stabilizer | 1.3 | 5.8 | 1.6 | 3.2 | 4.9 | 2.0
MT stabilizer Hoechst-high % | 2.0 | 2.7 | 2.3 | 3.2 | 2.6 | 1.9
MT stabilizer cytotoxicity % | 7.2 | 7.2 | 1.3 | 7.9 | 5.2 | 9.5
Autophagy mod | i | i | i | i | i | i
Autophagy mod cell loss 18 h | 6 | 2 | 0 | 8 | -6 | 2
Dynein cargo inh | 0.46 | -0.8 | 0.54 | -0.28 | -0.34 | 0.24
Dynein cargo inh cytoplasmic EGFP | -0.19 | -0.25 | -0.15 | -0.26 | -0.11 | -0.14
Dynein cargo inh nuclear GR-EGFP | 0.8 | -0.22 | 0.55 | -0.21 | -0.18 | -0.74
Dynein cargo inh cell count | -1.4 | 0.57 | -1.2 | 0.25 | 1.2 | 0.74
Insulin prom up | 0.41 | 0.07 | . | -0.31 | . | 0.02
Insulin prom up cell count | 1250 | 1393 | . | 1586 | . | 1435
Yfh1-off respiration | i | i | i | i | i | i
HIV peptide binding | 4.0% | 2.5% | 0.1% | -1.9% | -3.2% | -0.5%
bCat nuc transl | 3.0 | -0.1 | -2.4 | 0.3 | 0.3 | -4.0
bCat nuc transl cell count 5 µM | 1082 | 1381 | 1164 | 999 | 522 | 1398
WT yeast gro inh | 18 | -3 | 2 | -27 | -3 | -6
WT yeast gro inh mutant strain | 13 | 9 | -25 | -9 | -2 | -13
AID2073 | 2% | 4% | -1% | -6% | -9% | -10%

Reprinted at random: four entries already listed, in no set order.
(16) CC(C)CC1NC(=O)N(CC(=O)N2CCN(S(=O)(=O)c3ccccc3)CC2)C1=O (stereo not drawn)
(15) Cc1cc(C)n(C(=O)CNc2ccc(C)c(C)c2)n1
(14) CN(C)S(=O)(=O)c1ccc(Oc2ccc(S(=O)(=O)N(C)C)cc2)cc1
(11) COc1ccc(-c2[nH]n(-c3ccc([N+](=O)[O-])cc3)c(=O)c2C=NCc2ccncc2)cc1
screen / no. | 16 | 15 | 14 | 11
MT stabilizer | 2.0 | 4.9 | 3.2 | 1.3
MT stabilizer Hoechst-high % | 1.9 | 2.6 | 3.2 | 2.0
MT stabilizer cytotoxicity % | 9.5 | 5.2 | 7.9 | 7.2
Autophagy mod | i | i | i | i
Autophagy mod cell loss 18 h | 2 | -6 | 8 | 6
Dynein cargo inh | 0.24 | -0.34 | -0.28 | 0.46
Dynein cargo inh cytoplasmic EGFP | -0.14 | -0.11 | -0.26 | -0.19
Dynein cargo inh nuclear GR-EGFP | -0.74 | -0.18 | -0.21 | 0.8
Dynein cargo inh cell count | 0.74 | 1.2 | 0.25 | -1.4
Insulin prom up | 0.02 | . | -0.31 | 0.41
Insulin prom up cell count | 1435 | . | 1586 | 1250
Yfh1-off respiration | i | i | i | i
HIV peptide binding | -0.5% | -3.2% | -1.9% | 4.0%
bCat nuc transl | -4.0 | 0.3 | 0.3 | 3.0
bCat nuc transl cell count 5 µM | 1398 | 522 | 999 | 1082
WT yeast gro inh | -6 | -3 | -27 | 18
WT yeast gro inh mutant strain | -13 | -2 | -9 | 13
AID2073 | -10% | -9% | -6% | 2%
